Assay outcomes: PubChem, several laboratories
CSM14.1 death rescue = rescue of cells from ER stress-induced death, primary screen, 384-well, CSM14.1, thapsigargin, ATP luminescence (AID 1222); CSM14.1 thapsigargin-induced death rescue, ATP luminescence; higher % means a stronger effect; cellular ATP content (survival), % at 20 µM; hits with a dose series show EC50 in µM; 190,000 tested, under 10 active;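 active = EC50 below 50 µM in the dose-response confirmation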;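 note: death triggered by thapsigargin at about 15 µM added after 2 h compound pretreatment; cell ATP read after overnight thapsigargin exposure of roughly 18 to 22 hours; normalized against plate controls of thapsigargin alone and 5% DMSO vehicle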
XIAP antagonists = small molecules displacing peptide from XIAP – biochemical, IAP family, fluorescence polarization (AID 1018); actives 0.007% (n = 200,000); XIAP BIR domain, fluorescence polarization peptide displacement; higher % means a stronger effect; one-dose displacement, % at 20 µM; IC50 in µM for titrated hits; in the data active = displacement above about 50%; note: a part of the inactive calls stands beside numbers as strong as those of hits
HEK293 NOD2/NF-kB = inhibition of NOD2-driven NF-kB reporter – cell-based, luminescence, uHTS, HEK293 (AID 1566); actives 0.63% (n = 290,000); inhibition, % at 4 µM; hits with a dose series show EC50 in µM; HEK293 NOD2/NF-kB luciferase reporter, luminescence; higher % means a stronger effect; note: many of its hits are not listed in these tables
AID2073 = disruptors of CaV2.2 binding to Mint1 – biochemical, HTRF (AID 2073). HTRF protein-protein interaction, Mint1-CaV2.2; higher % means a stronger effect. inhibition, % at 20 µM, or IC50 in µM where a hit was titrated. actives 0.19% (n = 290,000); in the data active = inhibition mostly above about 51%, no sharp cut-off; note: some results filed as inactive read as strong as hits
Lipid droplet = modulators of hepatic lipid droplet formation; actives 0.4% (n = 240,000); AML12 mouse hepatocytes, oleate lipid droplets, BODIPY imaging; inhibition, % at 6.5 µM; AID 1656;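 active = lipid droplet intensity inhibited by at least 50%, with more than 500 cells counted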
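Assay system: AML12 mouse liver cells | Compound dosing: One dose, 6.5 µM compound | Read-out basis: Droplet intensity reduction, % inhibition | Measured by: Fluorescence imaging, 20x objective, two fields per well | Schedule: Overnight treatment with compound plus oleate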
LYP phosphatase = PTPN22 lymphoid phosphatase activity blockers – biochemical, fluorescence intensity, uHTS (AID 1779); recombinant LYP phosphatase, fluorescence intensity; higher % means a stronger effect; actives 0.054% (n = 290,000); inhibition, % at 11.5 µM, or IC50 in µM where a hit was titrated;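 note: plate controls were vehicle with enzyme for no effect and no enzyme for full effect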
M1AAP inhibition = malaria alanyl aminopeptidase activity blockers – biochemical, fluorogenic H-Leu-NHMec substrate, 1536-well (AID 1445) | recombinant M1AAP, H-Leu-NHMec fluorogenic kinetic assay; higher % means a stronger effect | actives 0.42% (n = 220,000) | inhibition, % at 30 µM, or IC50 in µM where a hit was titrated;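 active = primary inhibition above the hit cutoff, then over 50% inhibition at one or more dose response concentrations, cut at about 23% in these data, passing the limit was not always enough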;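 note: plate controls were DMSO full reaction for no effect and no enzyme background for full effect; strong numbers were not always called active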
SIAH1 antagonists = Siah-1 peptide-binding antagonists, primary screen, biochemical, fluorescence polarization, rhodamine-plectin, uHTS (AID 1817). actives 0.02% (n = 290,000). displacement, % at 20 µM, or IC50 in µM where a hit was titrated. Siah-1 / rhodamine-plectin peptide fluorescence polarization; higher % means a stronger effect;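 active = displacement of at least 50% at 20 µM, with a fluorescence ratio check between 0.3 and a set limit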;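 note: plate controls were Siah plus tracer with DMSO for no effect and tracer alone without Siah for full effect; strong numbers were not always called active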
M17LAP inhibition = P. falciparum M17LAP inhibitors, primary screen, biochemical, fluorogenic H-Leu-NHMec substrate, 1536-well (AID 1619) | recombinant M17LAP, H-Leu-NHMec fluorogenic kinetic assay; higher % means a stronger effect | one-dose inhibition, % at 30 µM; IC50 in µM for titrated hits | actives 0.38% (n = 220,000);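 active = compound inhibiting the enzyme by more than half at any dose during confirmatory dose-response retesting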;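 note: plate controls were full reaction with DMSO carrier for no effect and no enzyme background for full effect; strong numbers were not always called active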
Lipid droplet cells 6.5 µM = recorded beside Lipid droplet, whose call it bears; cell count; measured here: cell count, cytotoxicity flag;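 cells counted across two imaged fields per well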
* hit, by the source's call; nt = not tested or not shown. Cut-off read from the data, not from the text of the source, unless noted: active = inhibition above about 50%; inactive = the rest. Not all compounds are listed; the hit share may differ from the screen's.

SMILES	CSM14.1 death rescue	XIAP antagonists	HEK293 NOD2/NF-kB	AID2073	Lipid droplet	Lipid droplet cells 6.5 µM	LYP phosphatase	M1AAP inhibition	SIAH1 antagonists	M17LAP inhibition
C=CCNCCCCOc1ccc(Br)cc1C	-2.1%	0.1%	-22%	-4%	4	644	-4%	5%	-3%	14%
N#CCCN(C(=O)CO/N=C/c1cccc([N+](=O)[O-])c1)c1ccccc1	3.5%	-11%	-6%	-3%	-24	653	8%	3%	-2%	27%
CN(C(=O)c1ccccn1)C1(C(=O)NC2CCCCC2)CCCCC1	-1.8%	1.0%	9%	-1%	-12	765	1%	1%	0%	8%
CN(Cc1ccccc1)C(=O)c1nn2cccnc2c1Cl	-0.5%	-5.7%	14%	1%	-2	668	-8%	5%	-5%	4%
COc1cccc(/C=N/NC(=O)C[n+]2ccccc2)c1O	0.8%	-1.2%	1%	-1%	7	579	-6%	-3%	2%	13%
CC(=O)NC(N(C#N)c1nc(Cl)nc(N(C)C)n1)C(Cl)(Cl)Cl (stereo not drawn)	nt	nt	13%	-5%	-12	713	-9%	nt	6%	nt
Cc1cc(C)cc(C(=O)N2CCN(c3ccccn3)CC2)c1	-0.4%	0.7%	4%	-2%	3	684	-7%	-1%	-2%	1%
CCOC(=O)c1ccccc1NC(=O)CC1Nc2ccccc2NC1=O (stereo not drawn)	1.4%	-5.2%	18%	3%	nt	nt	-4%	nt	-4%	nt
O=C(N/N=C/c1cccnc1)c1cc(-c2ccccc2Cl)nc2ccccc12	nt	nt	17%	4%	1	808	-5%	nt	-1%	nt
CC(=O)Nc1ccc(S(=O)(=O)NC2=NCN(C)CN2)cc1	0.3%	-5.3%	8%	-3%	0	691	-2%	-1%	11%	8%
COCCCN(C(=O)c1cccnc1SC)c1c(N)n(Cc2ccccc2)c(=O)[nH]c1=O	2.3%	-0.4%	-2%	-4%	nt	nt	-15%	-4%	1%	4%
COc1cccc(NC(=O)CCc2nnc3ccc(N4CCC(C)CC4)nn23)c1	nt	nt	15%	12%	4	689	-12%	nt	5%	nt
COc1ccc(N2CCN(C(=O)c3cccnc3SCc3cccc(Br)c3)CC2)cc1	-1.2%	-4.5%	10%	19%	-3	696	5%	4%	8%	-12%
Cc1cc(-c2ccccc2)n(-c2cc(N/N=C/c3ccccc3O)ncn2)n1	2.5%	-1.2%	-10%	14%	-74	315	8%	-4%	0%	-15%
Cc1nc(Cl)sc1C(=O)NC(C)c1ccc(Cl)cc1 (stereo not drawn)	-2.1%	-11%	9%	3%	5	668	0%	-3%	-5%	5%
Cc1nn(CCOc2cccc(Br)c2)c(C)c1[N+](=O)[O-]	0.0%	-3.4%	8%	-14%	-17	687	2%	-1%	-4%	-5%
CCN(CC)c1ccc(NC(=O)COc2ccccc2C#N)cc1S(=O)(=O)Nc1ccccc1OC	-5.1%	-13%	8%	-1%	-14	634	-4%	14%	-1%	12%
O=C(CN1CCN(C(=O)c2c(F)cccc2F)CC1)Nc1ccccc1F	-1.3%	0.5%	8%	-1%	-13	775	-5%	-3%	0%	-3%
COc1cc(C(=O)NCCC(=O)NCCN2CCOCC2)cc(OC)c1OC	1.4%	0.7%	16%	-7%	nt	nt	2%	-2%	0%	3%
O=C(O)[C@H](Cc1ccccc1)NC(=O)N1CCCCCC1	nt	nt	5%	-2%	-1	800	-7%	nt	-1%	nt
CCN1CCN(C(=S)NC(=O)/C=C/c2cccs2)CC1	-0.3%	-5.9%	7%	45%	14	661	1%	-2%	17%	22%
COc1ccc(OC)c(-c2nnc(SCC(=O)N3CCOCC3)o2)c1	1.3%	-2.9%	8%	5%	nt	nt	-12%	4%	-1%	11%
Cc1ccc(S(=O)(=O)n2ccc(=O)[nH]2)cc1	3.1%	-5.4%	-18%	1%	5	713	-1%	-1%	0%	-1%
Cc1ccc([N+](=O)[O-])cc1NC(=O)C(Sc1ccccc1)c1ccccc1 (stereo not drawn)	-1.2%	-11%	-48%	2%	-26	383	-4%	-3%	-6%	12%
COc1ccc(Cl)cc1N/C(N)=N/c1nc(C)cc(C)n1	-2.8%	-3.9%	23%	48%	-1	667	-4%	nt	4%	nt

Compound profiles (already shown). Screens in order: CSM14.1 death rescue | XIAP antagonists | HEK293 NOD2/NF-kB | AID2073 | Lipid droplet | Lipid droplet cells 6.5 µM | LYP phosphatase | M1AAP inhibition | SIAH1 antagonists | M17LAP inhibition
`Cc1cc(C)cc(C(=O)N2CCN(c3ccccn3)CC2)c1` is entered as -0.4% | 0.7% | 4% | -2% | 3 | 684 | -7% | -1% | -2% | 1%
`CCN(CC)c1ccc(NC(=O)COc2ccccc2C#N)cc1S(=O)(=O)Nc1ccccc1OC` is entered as -5.1% | -13% | 8% | -1% | -14 | 634 | -4% | 14% | -1% | 12%

Next section.
SMILES	CSM14.1 death rescue	XIAP antagonists	HEK293 NOD2/NF-kB	AID2073	Lipid droplet	Lipid droplet cells 6.5 µM	LYP phosphatase	M1AAP inhibition	SIAH1 antagonists	M17LAP inhibition
Cc1ccc(C2=NN(C(=S)Nc3ccccc3)C(c3ccco3)C2)cc1 (stereo not drawn)	8.8%	-0.1%	-125%	-12%	nt	nt	4%	9%	-2%	6%
COCCCNC(=S)NNC(=O)c1ccccn1	-0.8%	-5.8%	11%	-11%	1	633	-7%	-9%	-7%	19%
CCC(c1nnnn1C1CCCCC1)N1CCN(C(=O)c2ccco2)CC1 (stereo not drawn)	nt	nt	-5%	2%	6	802	-12%	nt	-2%	nt
CC(C)COC(=S)Nc1ccccc1	2.3%	1.8%	-3%	-24%	0	803	-7%	4%	46%	-1%
COC(=O)C1=C(C)N(c2ccc(F)cc2)/C(=C/c2ccc(O)cc2)C1=O	-1.7%	-2.5%	nt	-10%	37	801	-9%	5%	4%	8%
O=C(CCc1ccccc1)NNC(=O)c1ccc(F)cc1	-0.1%	-6.5%	-15%	6%	17	736	-9%	1%	17%	5%
CCCC(=O)NC(=S)Nc1cccc(-c2nc3ncccc3o2)c1	-0.7%	2.0%	-22%	-8%	-1	678	7%	2%	-7%	0%
Cc1nn(C)c(C(=O)N/N=C/c2ccc(Br)cc2)c1Cl	-2.4%	-5.0%	15%	6%	-3	624	-1%	6%	3%	4%
COCCn1c(=NC(=O)CN2C(=O)CCC2=O)sc2cc(S(N)(=O)=O)ccc21	3.2%	-4.3%	0%	-1%	-4	667	0%	-2%	3%	2%
COc1cc(C(F)(F)F)c(C(=O)N(C)Cc2cc(Cl)cc(Cl)c2)cn1	nt	nt	12%	0%	-22	626	-7%	3%	-1%	-7%
CCCN1C(=O)S/C(=C\c2ccc(N3CCOCC3)o2)C1=O	2.5%	-21%	5%	66%	6	714	-3%	14%	23%	11%
COc1ccc(OC)c(C2N(c3ccccn3)C(=O)C3CCCN32)c1 (stereo not drawn)	1.0%	-1.9%	-26%	-3%	nt	nt	9%	9%	4%	-14%
COC(=O)COc1ccc(/C=C2\SC(=O)N(CC(=O)Nc3ccccc3F)C2=O)cc1	nt	nt	10%	32%	0	814	-12%	nt	0%	nt
CCN(CC1CCCO1)C(=O)C1CCN(C2CCN(Cc3ccccc3C)CC2)CC1 (stereo not drawn)	nt	nt	4%	9%	-7	824	-9%	nt	-2%	nt
Cc1ccc(NC(=O)CS(=O)CC(=O)N(c2ccc(C)cc2)C(C)C(=O)NC2CCCCC2)cc1 (stereo not drawn)	0.8%	-5.8%	17%	2%	0	790	-1%	-5%	-6%	-12%
Cc1ccc(-n2nc3c(=O)n(CCCC(=O)NCc4cccc(F)c4)nc(C)c3c2C)cc1	nt	nt	37%	5%	8	691	-11%	nt	0%	nt
Cn1c(=O)c2c(ncn2CC(=O)Nc2nc(-c3ccccc3Cl)cs2)n(C)c1=O	2.8%	0.8%	25%	-1%	nt	nt	-10%	4%	2%	-1%
N/C(=N\c1nc2ccccc2o1)NC(=O)c1ccc(F)cc1	-1.5%	-9.0%	-34%	-2%	nt	nt	-5%	-3%	1%	10%
Cc1cccc(OCC(=O)N2CCN(C(=O)c3cccs3)CC2)c1	1.4%	-5.9%	10%	-3%	nt	nt	-11%	8%	-3%	5%
CC(C)OP(=O)(OC(C)C)C(Nc1ccccn1)c1ccc(F)cc1 (stereo not drawn)	-1.3%	-37%	10%	-5%	-5	531	-6%	9%	3%	-2%
CCOc1ccc(-c2[nH]ncc2-c2ccc(OC)c(OC)c2)c(O)c1	-3.0%	-3.8%	-28%	21%	nt	nt	-4%	0%	-2%	-1%
CCOC(=O)c1cc2c(=O)n3cccc(C)c3nc2n(Cc2ccco2)c1=NC(=O)c1cccnc1	nt	-4.9%	-8%	38%	2	678	-9%	19%	-5%	-145%
COc1ccc(C2C(C(=O)NCc3ccccn3)c3ccccc3C(=O)N2C)cc1OC (stereo not drawn)	-1.3%	-4.1%	0%	15%	nt	nt	-5%	-2%	-4%	0%
N#Cc1ccccc1NC(=O)CSc1nnc(-c2ccncc2)o1	0.0%	-6.9%	-5%	2%	2	653	-3%	16%	-2%	18%
C=CCCC1(C)C(=O)N(c2ccccc2)c2ccccc21 (stereo not drawn)	-1.8%	-4.2%	4%	7%	-103	350	-3%	8%	-7%	-16%
(continued)
SMILES	CSM14.1 death rescue	XIAP antagonists	HEK293 NOD2/NF-kB	AID2073	Lipid droplet	Lipid droplet cells 6.5 µM	LYP phosphatase	M1AAP inhibition	SIAH1 antagonists	M17LAP inhibition
CC(C)(C)NC(=O)CN(C(=O)CCN1CCCc2ccccc21)C(C)(C)C	-3.1%	0.3%	-9%	-6%	-6	809	1%	0%	3%	8%
CCCCOc1ccc(C(=O)OCC(=O)NC2CCCC2)cc1	nt	nt	-5%	5%	14	846	-7%	nt	0%	nt
CCN(CC)S(=O)(=O)c1cc(Cl)ccc1OC	-2.2%	-5.6%	-11%	0%	-20	657	4%	-2%	-3%	-1%
CCOC(=O)C1CCN(C(=O)c2cccc(NC(=O)C(CC)CC)c2)CC1	-1.5%	3.1%	14%	-6%	-1	786	-3%	2%	3%	-4%
Nc1ccc(Sc2ccc([N+](=O)[O-])cc2)cc1	-0.9%	-7.0%	-23%	4%	-2	710	-9%	10%	-5%	1%
CCC1CCCCN1CCCNC(=O)CN1C(=O)c2cccnc2Oc2ccc(Cl)cc21 (stereo not drawn)	nt	nt	-11%	16%	-3	669	-4%	nt	-7%	nt
Cc1ccc(CC(=O)NC2CCN(C)CC2)cc1	nt	nt	8%	5%	4	857	-8%	nt	0%	nt
O=C(O)CCNS(=O)(=O)c1ccc2c(c1)OCCCO2	-0.2%	-1.1%	1%	-5%	-6	703	1%	0%	1%	-5%
O=C(N/N=C/c1ccccn1)c1ccc(Br)o1	1.9%	-0.4%	23%	27%	nt	nt	6%	5%	0%	39%
CC(C)c1cc(CNC(=O)c2cc(COc3cncc(Cl)c3)on2)on1	nt	nt	3%	-5%	10	667	-8%	nt	-2%	nt
Cc1ccc(C(=O)Nc2ncccc2S(=O)(=O)c2ccccc2)cc1	nt	nt	-46%	-8%	2	703	-1%	nt	1%	nt
